Source: PubChem (National Center for Advancing Translational Sciences (NCATS))
Shiga inhibitor: A qHTS for Small Molecule Inhibitors of Shiga Toxin. Vero cells, Shiga toxin protein synthesis inhibition reporter. inhibition, % at 38.7 µM. hit rate 9.2% among 290,000; in the data active means inhibition mostly above about 28%, no sharp cut-off; inactive means mostly below about 43%; further: 0% is about no effect
Pf growth 48h: Primary qHTS for delayed death inhibitors of the malarial parasite plastid, 48 hour incubation | P. falciparum luciferase growth in erythrocytes, 48 h | Potency, µM (doses to about 28.7 µM), for inactives: at the top dose activity change, negative = inhibition, hits mostly inhibitors | hit rate 5.9% among 310,000 | AID 504832, 2011; further: potency means the concentration at half of the fitted maximal effect; on the % scale 0 is the no-effect control and ±100 the full control effect
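Firefly luciferase activity from engineered P. falciparum reports growth; inhibitors lower the luminescent signal. Cultures contained 2% hematocrit erythrocytes at 0.1% final parasitemia.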
Tb PYK inh: qHTS of Trypanosoma Brucei Inhibitors | pyruvate kinase (Trypanosoma brucei), Q57TT1 | TbPYK enzyme, Kinase-Glo Plus ATP luminescence, 45 min | Potency, µM (series often up to 76.8 µM), inactives show at the top dose activity, negative = inhibition, hits mostly inhibitors | hit rate 0.12% among 410,000; further: potency means the concentration at half of the fitted maximal effect; on the % scale 0 is the no-effect control and ±100 the full control effect; nearly all actives have a fitted effect of over 50% in size
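In this concentration-response screen, enzyme-free wells defined baseline while DMSO plates tracked drift. Each reaction combined TbPYK, substrate, compound and 130 uM ADP for 45 min at room temperature. Kinase-Glo Plus luminescence gave the signal.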
Pf growth 96h: Primary qHTS for delayed death inhibitors of the malarial parasite plastid, 96 hour incubation. Potency, µM (titrated, usually from 28.7 µM), inactives show at the highest dose activity change, negative = inhibition, actives largely listed as inhibitors. P. falciparum luciferase reporter growth, 96 h. AID 504834, 2011. hit rate 6.9% among 320,000; further: potency means the concentration at half of the fitted maximal effect; on the % scale 0 is the no-effect control and ±100 the full control effect
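P. falciparum expressing integrated firefly luciferase, in erythrocytes at 2% hematocrit, 0.05% parasitemia, incubated with compounds 96 h at 37 C, 5% CO2. Growth inhibition read as loss of luminescence; two-generation exposure targets delayed-death apicoplast inhibitors.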
LmPK inhibitor: qHTS Assay for Inhibitors of Leishmania Mexicana Pyruvate Kinase (LmPK). Q27686. purified LmPK, Kinase-Glo ATP luminescence, 1 h. Potency, µM (doses to about 57.5 µM), inactives show at the top dose activity change, negative = inhibition, most hits filed as inhibitors. hit rate 0.37% among 290,000; further: potency means the concentration at half of the fitted maximal effect; on the % scale 0 is the no-effect control and ±100 the full control effect
Target sequence (Q27686 whole entry, looked up): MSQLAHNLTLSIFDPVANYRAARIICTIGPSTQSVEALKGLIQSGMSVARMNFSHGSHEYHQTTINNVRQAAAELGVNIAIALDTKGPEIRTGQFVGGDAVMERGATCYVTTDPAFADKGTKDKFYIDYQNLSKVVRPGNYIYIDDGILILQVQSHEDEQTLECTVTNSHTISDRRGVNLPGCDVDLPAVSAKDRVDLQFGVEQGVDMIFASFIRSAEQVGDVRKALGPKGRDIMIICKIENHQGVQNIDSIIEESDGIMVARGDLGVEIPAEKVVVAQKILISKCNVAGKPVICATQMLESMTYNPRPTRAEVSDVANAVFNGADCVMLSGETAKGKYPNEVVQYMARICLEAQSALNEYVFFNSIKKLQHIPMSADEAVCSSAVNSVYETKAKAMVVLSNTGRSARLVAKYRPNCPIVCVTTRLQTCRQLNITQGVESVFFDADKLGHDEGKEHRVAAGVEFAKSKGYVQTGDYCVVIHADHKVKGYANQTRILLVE
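ATP generated from ADP (0.1 mM) and PEP (0.5 mM) by 0.1 nM LmPK over 1 h at room temperature (pH 7.2 imidazole buffer) was detected by coupled luciferase luminescence. Values were normalized to uninhibited and no-enzyme wells.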
AmpC inh no detg: qHTS Inhibitors of AmpC Beta-Lactamase (assay without detergent); hit rate 0.52% among 330,000; AID 485341, 2010; AmpC nitrocefin hydrolysis, absorbance 480 nm, 0.0001% Triton; Potency, µM (highest dose often 57.1 µM), without a hit: at the top dose activity change, negative = inhibition, hits mostly inhibitors;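 further: potency means the concentration at half of the fitted maximal effect; plate controls were no compound for no effect and no enzyme for full effect; nearly all actives have a fitted effect of over 20% in size; some results filed as inactive show a strong effect at the top dose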
Target sequence (P00811 whole entry, looked up): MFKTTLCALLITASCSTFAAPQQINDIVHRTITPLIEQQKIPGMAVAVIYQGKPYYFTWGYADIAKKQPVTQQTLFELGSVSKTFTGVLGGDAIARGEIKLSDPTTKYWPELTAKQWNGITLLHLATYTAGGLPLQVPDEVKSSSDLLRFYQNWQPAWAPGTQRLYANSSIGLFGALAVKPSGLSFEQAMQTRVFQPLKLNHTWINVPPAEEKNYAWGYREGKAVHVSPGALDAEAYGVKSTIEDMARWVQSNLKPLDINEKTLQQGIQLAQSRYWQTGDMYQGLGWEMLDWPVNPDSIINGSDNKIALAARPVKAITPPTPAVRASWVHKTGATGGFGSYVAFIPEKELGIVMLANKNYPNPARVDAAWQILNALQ
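20 mM phosphate pH 7.0 + 0.01% (detergent screen) or 0.0001% Triton X-100; 5.3 nM AmpC reagent; cpd preinc 15 min RT; nitrocefin (800 uM stock) to start; A480 q20 s × 4 min; Activity was normalised to no-enzyme and no-compound control wells.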
CHX counter: Cycloheximide Counterscreen for Small Molecule Inhibitors of Shiga Toxin. cell reporter, cycloheximide protein synthesis inhibition counterscreen. max response, %. hit rate 12% among 300,000; in the data active means max response mostly above about 13%, no sharp cut-off; inactive means mostly below about 14%; further: read at 38.3 µM for the half of the compounds with a filed dose; 0% is about no effect
The depositor's hits bear a star; u = inconclusive; x = no result given; [ ] = another dose, or the depositor's remark. Unless noted, the call rests on the fitted dose curve; in most records, active means well fitted curve in the direction sought with a large enough effect; inconclusive means small, poorly fitted or top-dose-only effect, or another doubt; inactive means no such curve, though single readings can be large; an effect the other way counts as inactive or inconclusive.

Keys – A = Shiga inhibitor; B = Pf growth 48h; C = Tb PYK inh; D = Pf growth 96h; E = LmPK inhibitor; F = AmpC inh no detg; G = CHX counter
CCCS(=O)(=O)c1nc(S(=O)(=O)c2ccc(C)cc2)c(N2CCN(CCO)CC2)s1
  A = -7; B = -29%; C = -9%; D = u; E = 5%; F = 86%[activator]; G = 6

O=C1C(Cl)=C(NC2CCCCC2)C(=O)N1Cc1ccccc1
  A = -5; B = 6%; C = -16%; D = -6%; E = -1%[11.5 µM]; F = -47%; G = 13

OC1(c2ccc(Br)cc2)CN(c2ccccc2)C2=[N+]1CCS2 (stereo not drawn)
  A = -21; B = u; C = 8%; D = u; E = -6%[11.5 µM]; F = -36%; G = -1

COc1ccc(Cl)cc1NC(=O)CN(C)CC(=O)Nc1ccccc1N1CCOCC1
  A = -5; B = -28%; C = 1%; D = -1%; E = 0%; F = 163%[activator]; G = 7

O=C(O)CCC(=O)Nc1ccc(-c2nc3ccc(C(=O)c4ccccc4)cc3[nH]2)cc1
  A = x; B = 67%[activator]; C = -9%; D = u; E = 0%; F = -39%; G = 21*

CCOc1ccc(N2C(=O)CC(NCCNc3ccc(C(=O)c4cccs4)cc3)C2=O)cc1 (stereo not drawn)
  A = 22; B = -14%; C = 2%; D = 41%[activator]; E = 3%; F = -35%; G = 10

COc1ccccc1NC(=O)Cn1nc(C(F)(F)F)c2c1CCCC2
  A = 3; B = 14%; C = 0%; D = 2.1µM*; E = 2%; F = 2%; G = -3

COC(=O)Nc1sc2c(c1C(N)=O)CCCCCC2
  A = -3; B = 8%; C = -10%; D = x; E = 0%; F = -17%; G = -3

Cc1nn(C2CCOC(C)(C)C2)c2c1C(c1ccc3c(c1)OCO3)SCC(=O)N2 (stereo not drawn)
  A = -12; B = u; C = 4%; D = 9.3µM*; E = 3%; F = 31%; G = 1

CN1CCN(C(=O)CSc2nnc(COc3ccccc3)o2)CC1
  A = 3; B = 44%[activator]; C = -6%; D = u; E = -4%; F = -7%; G = -5

Cc1ccc(S(=O)(=O)n2c(N)nc3ccccc32)cc1
  A = x; B = 23%; C = 4%; D = -29%; E = 2%; F = -20%; G = -2

O=C(CCc1nc(-c2ccccc2F)no1)N1CCC2(CC1)OCCO2
  A = 3; B = -1%; C = 5%; D = -5%; E = 4%; F = -3%; G = -5

Cc1ccc(S(=O)(=O)Cc2ccc(C(=O)OCc3ccccc3)cc2)cc1
  A = -21; B = x; C = -9%; D = -24%; E = 1%; F = -20%; G = -5

OCCn1c(C(F)(F)F)nc2ccccc21
  A = 15; B = -10%; C = -12%; D = 4%; E = 3%; F = -3%; G = -4

C/C(O)=C(\C#N)P(=O)(c1ccccc1)c1ccccc1
  A = 10; B = 0%; C = 1%; D = u; E = -1%; F = 0%; G = -2

O=C(CSc1n[nH]c(-c2ccco2)n1)Nc1ccccc1F
  A = 11; B = 16%; C = -20%; D = -17%; E = 0%; F = -16%; G = -2

O=C(CSc1nnc(-c2cccs2)n1CC1CCCO1)N1CCCC1 (stereo not drawn)
  A = -4; B = 15%; C = 2%; D = 4%; E = -1%; F = -3%; G = -4

CCCC(C)c1nnc(NC(=O)C2CC(=O)N(CCc3ccc(F)cc3)C2)s1 (stereo not drawn)
  A = -4; B = 5%; C = -27%; D = 2%; E = -12%; F = 76%[activator]; G = -7

COn1c(SCc2ccc(C)cc2C)nc2ccccc2c1=O
  A = -2; B = u; C = 4%; D = u; E = 3%; F = -19%; G = 0

Cc1ccccc1NS(=O)(=O)c1ccc2[nH]c(=O)[nH]c2c1
  A = -14; B = 2%; C = 7%; D = 1%; E = -6%; F = -9%; G = -3

Cc1cnc2cc(Cl)ccc2c1SCC(=O)O
  A = -5; B = -7%; C = 1%; D = 32%[activator]; E = 1%; F = -9%; G = -4

CC(C)(C)c1ccc(NC(=O)N2CCN(c3ccc([N+](=O)[O-])cn3)CC2)cc1
  A = 13; B = 5.2µM*; C = 3%; D = 2.3µM*; E = -5%; F = -59%; G = 10

COCCCN=Cc1c(-c2ccccc2)[nH]n(-c2nc3ccccc3s2)c1=O
  A = 42; B = u; C = 1%; D = 5%; E = 1%; F = 111%[activator]; G = 16*

CCn1c(CNc2cccc(C(F)(F)F)c2)n[nH]c1=S
  A = -5; B = 5%; C = u; D = 34%[activator]; E = -12%; F = -4%; G = -2

O=C(CCN1CCN(c2ccccc2F)CC1)c1ccc(Br)cc1
  A = 8; B = 4%; C = -14%; D = 0%; E = -7%; F = -4%; G = 2

CSCCC(NS(=O)(=O)c1ccc(C)cc1)C(=O)NNC(=O)c1csc(N2CCOCC2)n1 (stereo not drawn)
  A = -4; B = -5%; C = 5%; D = -10%; E = -7%; F = -11%; G = -3

Cc1cc(C)c(C#N)c(OCC(=O)c2ccc(Br)cc2)n1
  A = -11; B = u; C = 10%; D = 4.7µM*; E = 1%; F = -12%; G = 9

CC(=O)Nc1ccc(S(=O)(=O)NC2(C(F)(F)F)C(=O)Nc3c2c(=O)n(C)c(=O)n3C)cc1 (stereo not drawn)
  A = -1; B = 6%; C = 0%; D = x; E = 3%; F = -22%; G = 4

COc1cccc(C(=O)Nc2c3c(nn2-c2ccc([N+](=O)[O-])cc2)CS(=O)(=O)C3)c1
  A = -6; B = u; C = 22%; D = u; E = 1%; F = -34%; G = 11

CCOc1cc(C(=O)Nc2ccc(C(=O)NCCN(CC)CC)cc2)ccc1OCC(=O)N1CCOCC1
  A = x; B = u; C = -4%; D = -4%; E = x; F = -7%; G = x

Structures from the list above that contain a COOH group:
Keys – A = Shiga inhibitor; B = Pf growth 48h; C = Tb PYK inh; D = Pf growth 96h; E = LmPK inhibitor; F = AmpC inh no detg; G = CHX counter
O=C(O)CCC(=O)Nc1ccc(-c2nc3ccc(C(=O)c4ccccc4)cc3[nH]2)cc1
  A = x; B = 67%[activator]; C = -9%; D = u; E = 0%; F = -39%; G = 21*

Cc1cnc2cc(Cl)ccc2c1SCC(=O)O
  A = -5; B = -7%; C = 1%; D = 32%[activator]; E = 1%; F = -9%; G = -4

Carrying on:
Keys – A = Shiga inhibitor; B = Pf growth 48h; C = Tb PYK inh; D = Pf growth 96h; E = LmPK inhibitor; F = AmpC inh no detg; G = CHX counter
CCC(C)c1ccc(NC(=O)CC(C)=O)cc1 (stereo not drawn)
  A = 14; B = x; C = 4%; D = 8%; E = 2%; F = -1%; G = 21*

O=C(COC(=O)C1CCCCC1)Nc1cc([N+](=O)[O-])ccc1F
  A = -13; B = 18%; C = 1%; D = 3%; E = 7%; F = -11%; G = -3

N#C/C(=C\c1cccs1)C(=O)Nc1nccs1
  A = 65*; B = 20%; C = u; D = 24%; E = u; F = -19%; G = 27*

COCCNc1nc2sc3c(c2c(=O)n1Cc1ccco1)CCCCC3
  A = 30*; B = 54%[activator]; C = -2%; D = 4%; E = 6%; F = 3%; G = 28*

Fc1ccccc1Nc1nc(N2CCOCC2)nc(N2CCOCC2)n1
  A = 19; B = 6%; C = -4%; D = 73%[activator]; E = -1%; F = -20%; G = 1

CSc1nc2c(c(=O)[nH]1)C(c1ccccc1Cl)CC(=O)N2 (stereo not drawn)
  A = -17; B = -1%; C = 3%; D = 2%; E = 0%; F = -5%; G = -3

COCc1cc(=O)[nH]c(-c2ccc(C(F)(F)F)cc2)n1
  A = -9; B = -4%; C = 5%; D = 47%[activator]; E = 3%; F = -12%; G = -1

CCCc1cc(=O)oc2cc3occ(C)c3cc12
  A = -15; B = 6%; C = -3%; D = x; E = 2%; F = -17%; G = -1

CCCC(C)NC(=O)c1ccc(F)cc1 (stereo not drawn)
  A = 50*; B = 36%[activator]; C = -2%; D = 58%[activator]; E = -1%; F = -2%; G = 27*

Cn1c(N)c(C(=O)COC(=O)/C=C/c2cccc(Br)c2)c(=O)n(C)c1=O
  A = x; B = 13µM*; C = 0%; D = -112%; E = x; F = -37%; G = x

As a working copy, some entries already given:
Keys – A = Shiga inhibitor; B = Pf growth 48h; C = Tb PYK inh; D = Pf growth 96h; E = LmPK inhibitor; F = AmpC inh no detg; G = CHX counter
Cc1ccccc1NS(=O)(=O)c1ccc2[nH]c(=O)[nH]c2c1
  A = -14; B = 2%; C = 7%; D = 1%; E = -6%; F = -9%; G = -3

Cc1cnc2cc(Cl)ccc2c1SCC(=O)O
  A = -5; B = -7%; C = 1%; D = 32%[activator]; E = 1%; F = -9%; G = -4

Continuation:
Keys – A = Shiga inhibitor; B = Pf growth 48h; C = Tb PYK inh; D = Pf growth 96h; E = LmPK inhibitor; F = AmpC inh no detg; G = CHX counter
Cc1ccc(C2(c3noc(CN(C)Cc4cnn(C)c4)n3)CCCC2)cc1
  A = 2; B = 11%; C = 1%; D = 12µM*; E = -1%; F = 1%; G = -1

C/C(=N\NC(=O)c1ccncc1)c1cccc(NC(=O)c2ccc(C(C)(C)C)cc2)c1
  A = 66*; B = 58%[activator]; C = 2%; D = -14%; E = -1%; F = 141%[activator]; G = 27*

COc1ccccc1CNC(=O)COC(=O)c1cccnc1SCC(=O)NCc1ccccc1OC
  A = 68*; B = 16%; C = -11%; D = 0%; E = 11%; F = u; G = 29*

COc1ccccc1-n1cc(-c2ccc(Cl)cc2)[nH]c1=O
  A = -11; B = -23%; C = -3%; D = u; E = -4%; F = 36%; G = 1

COc1ccccc1C(=O)NCCC(=O)NCC(c1ccc(F)cc1)N1CCOCC1 (stereo not drawn)
  A = x; B = 4%; C = -6%; D = 10%; E = x; F = 2%; G = x

O=Cc1c(NC2CCCCC2)c2ccccc2[nH]c1=O
  A = -4; B = -21%; C = 0%; D = u; E = 3%; F = -19%; G = -2

Cc1cc(C)c(C#N)c(SCC(=O)NN2CC(=O)N(c3ccccc3F)CC2=O)n1
  A = 9; B = 17%; C = 0%; D = u; E = 0%; F = -5%; G = 5

CCOc1ccc(NC(=O)C2CC(=O)N=C(N)S2)cc1 (stereo not drawn)
  A = 0; B = x; C = -1%; D = -10%; E = -5%; F = 2%; G = 11

COc1ccc(CN(CC(=O)NC2CCCCC2)C(=O)CCCC(=O)Nc2ccccn2)cc1
  A = -32; B = 8%; C = 9%; D = -12%; E = -7%; F = 47%; G = -5

O=C(CCSc1ccc(Cl)cc1)NC1CCCCC1
  A = 43; B = u; C = 1%; D = 1%; E = -1%; F = -25%; G = 6

O=C(O)c1ccccc1C(=O)N1CC=C(c2ccccc2)CC1
  A = 72; B = u; C = -8%; D = 37%[activator]; E = 4%; F = -7%; G = 27*

COc1ccc2c(c1)C(=O)CCC2c1ccccc1 (stereo not drawn)
  A = -7; B = -9%; C = 0%; D = 5.2µM*; E = 3%; F = -21%; G = 1

CC(=O)N1CCN(c2ccc([N+](=O)[O-])c(-n3nc(C)cc3C)c2)CC1
  A = -3; B = -20%; C = -9%; D = 18%; E = -7%; F = -1%; G = -2

Cc1ccc(NC(=O)CSc2nnc(CNC(=O)c3ccco3)n2C)cc1C
  A = x; B = -8%; C = -6%; D = 13µM*; E = x; F = u; G = x

Cc1nc(-c2cccc(NS(C)(=O)=O)c2)cs1
  A = 33; B = x; C = 0%; D = 55%[activator]; E = 10%; F = -11%; G = 1
